Screening results (PubChem BioAssay)
WRN inhibitor – inhibitors of human WRN helicase; Q14191; WRN helicase unwinding, fluorescent forked duplex, kinetic; Potency, µM (doses to about 114 µM), for inactives: top-dose activity change, negative = inhibition, usual class: inhibitors; 0.46% of 360,000 active; AID 651768; note: potency is the fitted concentration of half-maximal effect; % is set by controls: 0 for no effect and ±100 for the full control effect; nearly all actives have a fitted effect of over 55% in size
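Screening of the MLSMR collection measured strand separation of a quenched forked DNA duplex (100 nM) by 20 nM WRN with 2 mM ATP, all final. Compounds were preincubated with enzyme 15 min at room temperature.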
PLK1 PBD block – PLK1 (human) polo-box domain binding inhibition; AID 720504; Potency, µM, inactives show max response, negative = inhibition, most hits filed as inhibitors; Plk1 PBD binding of FITC phosphopeptide, fluorescence polarization; P53350; 2.8% of 360,000 active; note: potency is the fitted concentration of half-maximal effect; series mostly up to about 57 µM; % is set by controls: 0 for no effect and ±100 for the full control effect; nearly all actives have a fitted effect of over 65% in size
EPAC1 agonist – agonists of human EPAC1; AID 720707; Potency, µM (highest dose often 154 µM), for inactives: at the top dose activation, usual class: activators; 0.073% of 360,000 active; EPAC1 agonist qHTS, biochemical assay; response scale: 100% = response to 6.5 mM cAMP; note: potency is the fitted concentration of half-maximal effect; nearly all actives have a fitted effect of over 60% in size
Target sequence (O95398 whole entry, looked up): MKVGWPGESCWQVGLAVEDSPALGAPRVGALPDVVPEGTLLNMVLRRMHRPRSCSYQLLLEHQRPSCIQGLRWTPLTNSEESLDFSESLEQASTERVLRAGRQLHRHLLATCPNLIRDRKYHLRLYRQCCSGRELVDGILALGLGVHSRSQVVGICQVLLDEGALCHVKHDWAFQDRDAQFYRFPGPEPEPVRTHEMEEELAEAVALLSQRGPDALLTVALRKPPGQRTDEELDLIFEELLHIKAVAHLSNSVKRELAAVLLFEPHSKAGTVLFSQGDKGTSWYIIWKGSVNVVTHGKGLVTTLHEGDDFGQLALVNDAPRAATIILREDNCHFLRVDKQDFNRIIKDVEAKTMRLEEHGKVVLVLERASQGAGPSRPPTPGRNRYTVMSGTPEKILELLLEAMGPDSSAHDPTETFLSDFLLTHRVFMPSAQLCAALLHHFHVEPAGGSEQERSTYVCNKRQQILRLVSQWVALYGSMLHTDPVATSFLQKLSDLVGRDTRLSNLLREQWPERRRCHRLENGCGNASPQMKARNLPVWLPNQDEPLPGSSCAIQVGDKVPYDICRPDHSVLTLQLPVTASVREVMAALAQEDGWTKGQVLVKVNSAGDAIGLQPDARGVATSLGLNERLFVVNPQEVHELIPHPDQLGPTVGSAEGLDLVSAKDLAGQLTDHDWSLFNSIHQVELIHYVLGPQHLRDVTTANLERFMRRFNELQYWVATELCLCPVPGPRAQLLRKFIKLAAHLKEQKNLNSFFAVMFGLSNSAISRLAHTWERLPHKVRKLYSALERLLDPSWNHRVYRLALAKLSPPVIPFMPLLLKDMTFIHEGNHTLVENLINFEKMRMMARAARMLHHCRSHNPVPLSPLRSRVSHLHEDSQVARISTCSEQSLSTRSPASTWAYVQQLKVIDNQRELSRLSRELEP
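Compounds were pinned as a concentration titration into mixtures of EPAC1 (100 nM), BODIPY-GDP-loaded Rap1B (250 nM) and GDP (50 uM). After 5 min at room temperature, fluorescence was followed for 30 min; activity was scaled to 6.5 mM cAMP.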
Abeta rescue – restores growth of yeast expressing A-beta42 peptide. yeast expressing A-beta42, growth rescue, OD600, 48 h; response scale: 0% DMSO, 100% iron-clioquinol control. Potency, µM (titrated, usually from 46.1 µM), for inactives: top-dose growth rescue, usual class: activators. 0.063% of 410,000 active. AID 1347071; note: potency is the fitted concentration of half-maximal effect; nearly all actives have a fitted effect of over 55% in size
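Yeast A-beta toxicity model in growth medium with pinned compounds, 48 h at 30 C; growth read as absorbance at 600 nm. Normalized to FeCl3/clioquinol equimolar mix (positive) and DMSO (negative).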
EPAC1 antagonist – antagonists of human EPAC1; O95398; EPAC1 GEF assay, Rap1b-BODIPY-GDP exchange fluorescence; Potency, µM (series often up to 115 µM), for the others: at the highest dose activity change, negative = inhibition, usual class: inhibitors; 0.14% of 360,000 active; AID 720709;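 note: potency is the fitted concentration of half-maximal effect; plate controls were vehicle for no effect and positive control for full effect; nearly all actives have a fitted effect of over 50% in size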
IL-2 act – activators of IL-2; IL-2 activation reporter assay, cell-based qHTS; stimulated with anti-CD3/CD4/CD28 beads; in transgenic mouse T cells; activation, % (series mostly up to about 46 µM); 0.065% of 360,000 active; AID 652025; in the data active = activation above about 50%; inconclusive = mostly about 30% to 49%; note: 0% is about no effect
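First, unstimulated transgenic mouse T cells were exposed to compound for 60 min. Next, anti-CD3/anti-CD4-coated beads with anti-CD28 were added. Finally, after 18 h at 37 degrees C, EGFP and DsRed were imaged.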
FUS suppressor – FUS proteinopathy suppression in yeast; S. cerevisiae FUS-expressing, growth rescue, OD600, 24 h; Potency, µM (series often up to 76.6 µM), for the others: at the highest dose growth rescue (activation), most hits filed as activators; 0.24% of 390,000 active;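 note: potency is the fitted concentration of half-maximal effect; plate controls were DMSO vehicle for no effect and reference control for full effect; nearly all actives have a fitted effect of over 55% in size; some results filed as inactive show a strong effect at the top dose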
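Toxicity suppression screen in FUS-yeast. Cells induced with 2% galactose, starting OD 0.005, treated 24hr at 30C with compounds at multiple final concentrations; growth by OD600.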
PI5P4Ka inh – inhibitors of human PI5P4K alpha. 1.2% of 330,000 active. max response, %. PI5P4Kalpha enzyme, ADP-Glo luminescence, 60 min; stronger effect = lower value; active = max response of -50% or lower; inconclusive = between -30% and -50%; inactive = -30% or higher; note: value at the top dose of about 77 µM; % is set by controls: 0 for no effect and ±100 for the full control effect
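Reactions run in 0.038 M HEPES pH 7.4, 0.28 mM EGTA, 0.1% CHAPS and 5% DMSO, with PI5P4Kalpha, substrate, compound and 5 microM ATP final, one hour at room temperature. Readout is ADP-Glo luminescence.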
aSyn rescue – rescues yeast growth from alpha-synuclein toxicity. Potency, µM (titrated, usually from 46.1 µM), for inactives: top-dose growth rescue (activation), actives largely listed as activators. AID 652106. Yeast expressing alpha-synuclein, growth rescue, BacTiter-Glo, 24 h. 0.14% of 370,000 active; note: potency is the fitted concentration of half-maximal effect; % of control where 0% means no effect; nearly all actives have a fitted effect of over 65% in size
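Galactose-induced alpha-syn yeast (OD600=0.02, raffinose-pregrown) + pinned cpd, 24 hr, 30 deg C; growth by BacTiter-Glo luminescence. Growth restoration scores as activation.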
* = called active by the depositor. Unless noted, calls come from the whole dose curve; as a rule, active = well fitted curve in the direction sought with a large enough effect; inconclusive = small, poorly fitted or top-dose-only effect, or another doubt; inactive = no such curve, though single readings can be large; an effect the other way counts as inactive or inconclusive. Rows are unselected (roughly 4.1% active in at least one column).

How did C=CCNC(=O)COc1ccc(S(=O)(=O)Nc2ccc(OCC)cc2)cc1 do in these assays?
WRN inhibitor: 4%; PLK1 PBD block: -3%; EPAC1 agonist: -6%; Abeta rescue: -7%; EPAC1 antagonist: 4%; IL-2 act: -0.4; PI5P4Ka inh: 6; aSyn rescue: -4%

What do the screens show for `CCOC(=O)c1c(C)oc2c(CC(=O)c3ccccc3)c(Cl)c(O)c(O)c12`?
WRN inhibitor: -22%; PLK1 PBD block: -13%; EPAC1 agonist: 0%; Abeta rescue: -8%; EPAC1 antagonist: -25%; IL-2 act: -5.3; PI5P4Ka inh: 4; aSyn rescue: 1%

What do the screens show for `COCCNC(=O)c1ccc(CS(=O)(=O)c2ccc(Cl)cc2)o1`?
WRN inhibitor: 11%; PLK1 PBD block: -6%; EPAC1 agonist: 7%; Abeta rescue: 0%; EPAC1 antagonist: -1%; IL-2 act: -0.1; FUS suppressor: 3%; PI5P4Ka inh: -8; aSyn rescue: -4%

Results for COc1cc(/C=C/C(=O)OCC(=O)Nc2ccccc2Sc2ccc(Cl)cc2)ccc1O ?
WRN inhibitor: -8%; PLK1 PBD block: 0%; EPAC1 agonist: -2%; Abeta rescue: 24%; EPAC1 antagonist: -8%; IL-2 act: -0.7; FUS suppressor: 17%; PI5P4Ka inh: 9; aSyn rescue: 15%

Results for O=C(CCc1nnc(CCCc2ccccc2)o1)N1CCCCCC1 ?
WRN inhibitor: 1%; PLK1 PBD block: -3%; EPAC1 agonist: -15%; Abeta rescue: -5%; EPAC1 antagonist: 0%; IL-2 act: -1.5; FUS suppressor: 5%; PI5P4Ka inh: -8; aSyn rescue: 1%

What do the screens show for `O=C(CSc1nncn1-c1cccnc1)N(c1ccccc1)c1ccccc1`?
WRN inhibitor: 4%; PLK1 PBD block: -18%; EPAC1 agonist: 12%; Abeta rescue: 13%; EPAC1 antagonist: -22%; IL-2 act: 1.4; FUS suppressor: 6%; PI5P4Ka inh: 0; aSyn rescue: 0%

What do the screens show for `COc1ccc(-c2cn3c4c(sc3n2)CCCC4)cc1`?
WRN inhibitor: 8%; PLK1 PBD block: -1%; EPAC1 agonist: -2%; Abeta rescue: 7%; EPAC1 antagonist: -1%; IL-2 act: -1.3; FUS suppressor: -13%; PI5P4Ka inh: -7

Results for CCCn1c(=O)c2c(nc3n2CCCN3CCc2ccccc2)n(C)c1=O ?
WRN inhibitor: -1%; PLK1 PBD block: -2%; EPAC1 agonist: -4%; Abeta rescue: -26%; EPAC1 antagonist: -1%; IL-2 act: -3.1; FUS suppressor: 28%; PI5P4Ka inh: 14; aSyn rescue: 8%

What do the screens show for `COCCN(C(=O)c1cc2c(s1)CCCCC2)c1c(N)n(Cc2ccccc2)c(=O)[nH]c1=O`?
WRN inhibitor: -9%; PLK1 PBD block: -6%; EPAC1 agonist: inconclusive; Abeta rescue: 2%; EPAC1 antagonist: -7%; IL-2 act: 0.6; FUS suppressor: 6%; PI5P4Ka inh: 1; aSyn rescue: -10%

What do the screens show for `CCOC1=C2CN(S(=O)(=O)c3ccc(Cl)cc3)[C@H](c3ccccc3)C[C@@H]2N(S(=O)(=O)c2ccc(C)cc2)[C@H](c2ccccc2)C1`?
WRN inhibitor: -8%; PLK1 PBD block: 4%; EPAC1 agonist: 0%; Abeta rescue: 0%; EPAC1 antagonist: 2%; IL-2 act: 0.3; FUS suppressor: 11%; PI5P4Ka inh: 1; aSyn rescue: 0%

What do the screens show for `COc1ccc(NC(=O)c2cc(S(=O)(=O)N3CCCCC3)ccc2N2CCCCC2)cn1`?
WRN inhibitor: 6%; PLK1 PBD block: -1%; EPAC1 agonist: 6%; Abeta rescue: 16%; EPAC1 antagonist: -4%; IL-2 act: -1.8; FUS suppressor: 34%; PI5P4Ka inh: 0; aSyn rescue: -1%

What do the screens show for `CC(C)n1c(NCCc2ccccc2)nc2c1c(=O)n(C)c(=O)n2C`?
WRN inhibitor: -10%; PLK1 PBD block: 2%; EPAC1 agonist: 0%; Abeta rescue: -7%; EPAC1 antagonist: -7%; IL-2 act: -1.0; FUS suppressor: 1%; PI5P4Ka inh: 4; aSyn rescue: -7%

What do the screens show for `COc1ccc(C(=O)NCC(=O)OCc2ccccc2F)cc1`?
WRN inhibitor: 2%; PLK1 PBD block: -10%; EPAC1 agonist: 9%; Abeta rescue: 11%; EPAC1 antagonist: 1%; IL-2 act: 2.8; FUS suppressor: 10%; PI5P4Ka inh: 1; aSyn rescue: 0%

What do the screens show for `c1ccc(N=NN2CCOCC2)cc1`?
WRN inhibitor: -1%; PLK1 PBD block: -1%; EPAC1 agonist: 6%; Abeta rescue: -9%; EPAC1 antagonist: -11%; IL-2 act: 0.8; FUS suppressor: -24%; PI5P4Ka inh: -1; aSyn rescue: 3%

How did COc1ccc(/C=N/n2cnnc2)cc1Br do in these assays?
WRN inhibitor: -10%; PLK1 PBD block: -12%; EPAC1 agonist: 9%; Abeta rescue: -9%; EPAC1 antagonist: -4%; IL-2 act: -4.1; FUS suppressor: 6%; PI5P4Ka inh: 0; aSyn rescue: -2%

How did Cc1oc(-c2ccccc2F)nc1CS(=O)CC(=O)NCc1ccc(Cl)cc1 (stereo not given) do in these assays?
WRN inhibitor: 4%; PLK1 PBD block: -14%; EPAC1 agonist: 4%; Abeta rescue: 5%; EPAC1 antagonist: -9%; IL-2 act: -2.7; FUS suppressor: -5%; PI5P4Ka inh: -2; aSyn rescue: 8%

Results for CCc1cccc(C)c1NC(=O)C1C2CCC(O2)C1C(=O)O (stereo not given) ?
WRN inhibitor: 0%; PLK1 PBD block: 4%; EPAC1 agonist: -2%; Abeta rescue: 6%; EPAC1 antagonist: -1%; IL-2 act: -0.4; FUS suppressor: 6%; PI5P4Ka inh: 9; aSyn rescue: 3%

How did O=C(O)COc1ccccc1/C=N/NC(=O)CSc1nnc(SCc2ccc(Cl)cc2)s1 do in these assays?
WRN inhibitor: -3%; PLK1 PBD block: -15%; EPAC1 agonist: 0%; Abeta rescue: -19%; EPAC1 antagonist: 11%; IL-2 act: 1.2; FUS suppressor: -5%; PI5P4Ka inh: -7; aSyn rescue: 1%

What do the screens show for `CCCCn1c(N)c(N(CCOC)C(=O)c2ccc(Br)s2)c(=O)[nH]c1=O`?
WRN inhibitor: 9%; PLK1 PBD block: 2%; EPAC1 agonist: -2%; Abeta rescue: -4%; EPAC1 antagonist: 3%; IL-2 act: -2.6; FUS suppressor: -1%; PI5P4Ka inh: 2; aSyn rescue: 0%

What do the screens show for `O=C(O)CCN1C(=O)/C(=C\c2ccc(-c3nc4ccccc4s3)o2)SC1=S`?
WRN inhibitor: inconclusive; PLK1 PBD block: 8.4µM*; EPAC1 agonist: -4%; Abeta rescue: -1%; EPAC1 antagonist: -12%; IL-2 act: -0.5; FUS suppressor: 20%; PI5P4Ka inh: -27; aSyn rescue: -3%

Continued; the last 3 above are carried over.
How did O=C(O)COc1ccccc1/C=N/NC(=O)CSc1nnc(SCc2ccc(Cl)cc2)s1 do in these assays?
WRN inhibitor: -3%; PLK1 PBD block: -15%; EPAC1 agonist: 0%; Abeta rescue: -19%; EPAC1 antagonist: 11%; IL-2 act: 1.2; FUS suppressor: -5%; PI5P4Ka inh: -7; aSyn rescue: 1%

What do the screens show for `CCCCn1c(N)c(N(CCOC)C(=O)c2ccc(Br)s2)c(=O)[nH]c1=O`?
WRN inhibitor: 9%; PLK1 PBD block: 2%; EPAC1 agonist: -2%; Abeta rescue: -4%; EPAC1 antagonist: 3%; IL-2 act: -2.6; FUS suppressor: -1%; PI5P4Ka inh: 2; aSyn rescue: 0%

What do the screens show for `O=C(O)CCN1C(=O)/C(=C\c2ccc(-c3nc4ccccc4s3)o2)SC1=S`?
WRN inhibitor: inconclusive; PLK1 PBD block: 8.4µM*; EPAC1 agonist: -4%; Abeta rescue: -1%; EPAC1 antagonist: -12%; IL-2 act: -0.5; FUS suppressor: 20%; PI5P4Ka inh: -27; aSyn rescue: -3%

Results for CC(=O)C1C(c2ccc(C)cc2)c2c(n[nH]c2C)CC1(C)O (stereo not given) ?
WRN inhibitor: 6%; PLK1 PBD block: 3%; EPAC1 agonist: 6%; Abeta rescue: 4%; EPAC1 antagonist: 13%; IL-2 act: 1.3; FUS suppressor: -5%; PI5P4Ka inh: 1; aSyn rescue: 1%

Results for COc1cccc(-c2c(C(=O)N/N=C/c3ccco3)nnn2-c2nonc2N)c1 ?
WRN inhibitor: 0%; PLK1 PBD block: -10%; EPAC1 agonist: 8%; Abeta rescue: -1%; EPAC1 antagonist: -12%; IL-2 act: -1.6; FUS suppressor: 12%; PI5P4Ka inh: -6; aSyn rescue: -4%

Results for Cc1c(NC(=O)CCCN2C(=O)c3cccc4cccc(c34)C2=O)c(=O)n(-c2ccccc2)n1C ?
WRN inhibitor: 3%; PLK1 PBD block: -3%; EPAC1 agonist: -3%; Abeta rescue: 9%; EPAC1 antagonist: -14%; IL-2 act: -0.9; FUS suppressor: -2%; PI5P4Ka inh: 4; aSyn rescue: 0%

What do the screens show for `COC(=O)c1c(CSc2ccc(Cl)cc2)noc1C(=O)NCc1ccco1`?
WRN inhibitor: -5%; PLK1 PBD block: -12%; EPAC1 agonist: 6%; Abeta rescue: -4%; EPAC1 antagonist: -1%; IL-2 act: -0.2; FUS suppressor: inconclusive; PI5P4Ka inh: -23; aSyn rescue: 7%

How did Cc1ccc(S(=O)(=O)N2C[C@H]3N(C(=O)OC(C)C)N(C(=O)OC(C)C)C[C@H](OC(=O)NCc4ccccc4)[C@@]3(O)C2)cc1 do in these assays?
WRN inhibitor: -3%; PLK1 PBD block: -6%; EPAC1 agonist: -21%; Abeta rescue: 1%; EPAC1 antagonist: -5%; IL-2 act: -1.6; FUS suppressor: 45%; PI5P4Ka inh: -4; aSyn rescue: 1%
